From PubChem BioAssay
UHRF1 binding – blocks human UHRF1 binding to methylated DNA. Q96T88. UHRF1 binding to methylated oligo, TR-FRET. inhibition, % at 4.4 µM. hit rate 0.75% among 370,000. AID 687016; in the data active = inhibition above about 21%;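 note: UHRF1 SRA domain binding a hemimethylated CpG hairpin DNA probe; 0% = median of test compound wells and 100% = reference inhibitor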
Rev-erbA mod – modulators of human Rev-erb alpha DNA binding; activity, % at 10 µM; hit rate 0.79% among 370,000; AID 1259318; P20393; Rev-erbα–FITC-DNA binding, fluorescence polarization, 90 min;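 active = activity above about 14%, limit read from the data; passing the limit was not always enough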;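 note: 0% = DMSO wells with 35 nM protein and 100% = DMSO wells with 750 nM protein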
Target sequence (P20393 whole entry, looked up): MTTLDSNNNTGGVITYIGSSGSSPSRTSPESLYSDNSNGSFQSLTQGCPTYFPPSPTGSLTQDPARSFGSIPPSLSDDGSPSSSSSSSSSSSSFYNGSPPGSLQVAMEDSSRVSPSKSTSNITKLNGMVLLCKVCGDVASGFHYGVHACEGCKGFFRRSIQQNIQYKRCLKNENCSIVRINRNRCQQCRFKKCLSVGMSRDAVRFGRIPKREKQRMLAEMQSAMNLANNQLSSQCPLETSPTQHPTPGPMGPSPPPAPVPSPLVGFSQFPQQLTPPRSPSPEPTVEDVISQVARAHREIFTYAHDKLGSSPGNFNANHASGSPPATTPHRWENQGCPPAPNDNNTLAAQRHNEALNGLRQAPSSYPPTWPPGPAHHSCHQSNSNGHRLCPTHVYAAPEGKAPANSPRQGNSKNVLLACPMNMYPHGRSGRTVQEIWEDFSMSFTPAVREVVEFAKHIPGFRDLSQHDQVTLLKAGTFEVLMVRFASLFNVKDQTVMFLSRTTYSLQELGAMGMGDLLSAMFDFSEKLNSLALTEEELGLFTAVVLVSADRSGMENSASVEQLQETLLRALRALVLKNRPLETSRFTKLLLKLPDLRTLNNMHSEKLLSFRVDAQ
HTRA1 inh – HTRA1 (human) protease inhibition; Q92743; recombinant HTRA1, FP-rhodamine activity-based probe, fluorescence polarization; inhibition, % at 5.96 µM; hit rate 0.5% among 340,000; AID 504803; in the data active = inhibition above about 36%;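 note: 0% = enzyme with DMSO and 100% = wells lacking enzyme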
Target sequence (Q92743 whole entry, looked up): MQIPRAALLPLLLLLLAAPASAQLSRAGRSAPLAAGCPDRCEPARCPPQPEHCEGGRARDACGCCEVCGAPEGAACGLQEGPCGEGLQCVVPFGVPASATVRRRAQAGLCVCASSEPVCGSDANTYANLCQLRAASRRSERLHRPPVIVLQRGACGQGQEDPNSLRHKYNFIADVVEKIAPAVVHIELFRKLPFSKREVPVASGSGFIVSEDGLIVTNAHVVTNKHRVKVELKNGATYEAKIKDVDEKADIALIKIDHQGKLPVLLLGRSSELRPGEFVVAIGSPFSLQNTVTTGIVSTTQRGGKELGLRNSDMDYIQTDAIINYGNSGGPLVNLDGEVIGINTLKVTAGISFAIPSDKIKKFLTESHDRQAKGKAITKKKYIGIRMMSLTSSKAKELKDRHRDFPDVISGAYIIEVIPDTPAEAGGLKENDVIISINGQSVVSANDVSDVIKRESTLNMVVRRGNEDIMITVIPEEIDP
TCR CD3 inh – blocks the human TCR-CD3 interaction. AID 651800. hit rate 0.37% among 360,000. inhibition, % at 9.4 µM. TAMRA-labeled TCR probe fluorescence, biochemical; in the data active = inhibition above about 19%;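 note: recombinant mutant TCR 2C K166C tagged with TAMRA read by polarization; 0% = receptor in buffer alone and 100% = receptor with positive control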
PG9 binder – PG9 antibody binding by small molecule; TR-FRET gp120-PG9 antibody binding; inhibition, % at 6.7 µM; hit rate 0.43% among 360,000; AID 624416; in the data active = inhibition above about 8.5%
mABHD4 FP – ABHD4 (mouse) inhibition, primary FP screen; Q8VD66; purified mABHD4, FP-Rh probe fluorescence polarization; inhibition, % at 8.92 µM; hit rate 0.54% among 370,000;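 active = inhibition exceeding the mean over every tested compound plus 3 SD, cut at about 30% in these data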;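 note: 0% = plate median of compound wells and 100% = S159A mutant with DMSO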
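Assay system: Wild-type mouse ABHD4 protein | Medium: HEPES pH 7.0 buffer, 150 mM NaCl, 0.01% Pluronic F-127 | Incubation: Enzyme–compound pre-incubation 45 min, then probe 60 min, both 25 °C | Technique: Fluorescence polarization with parallel and perpendicular emission, 525/598 nm | Evaluation: % inhibition of FP-Rh probe binding versus controls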
MBD2 inh – blocks human MBD2 binding to methylated DNA. TR-FRET, MBD2 binding to methylated oligonucleotide. inhibition, % at 4.4 µM. hit rate 0.31% among 370,000. AID 686964; in the data active = inhibition above about 13%
PRMT1 FP inh – blocks human protein arginine methyltransferase 1; inhibition, % at 2.79 µM; Q99873; recombinant PRMT1, activity-based probe fluorescence polarization; hit rate 1.3% among 370,000; AID 652257;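 active = inhibition above about 21% made by adding two undisclosed values, limit read from the data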
LEDGF integ inh – blocks HIV-1 LEDGF/p75-dependent DNA integration; TR-FRET IN-LEDGF/p75 DNA integration, Eu/Cy5; hit rate 0.64% among 370,000; inhibition, % at 3.7 µM;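 active = inhibition above the screen-wide mean plus 3 SD, cut at about 13% in these data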;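 note: signal is the Cy5 over europium emission ratio at 671 and 618 nm; 0% = plate median of compound wells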
rCAG binder – binds r(CAG) RNA repeats. r(CAG) RNA repeat, TO-PRO-1 dye displacement fluorescence. inhibition, % at 3 µM. hit rate 1.3% among 370,000. AID 651821;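 active = inhibition above the plate cutoff, the mean of all test compounds on that plate plus 3 SD, cut at about 35% in these data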;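 note: 0% = DMSO alone and 100% = 100 µM mitoxantrone as full dye displacement; higher means more dye released from RNA so lower well fluorescence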
* hit, by the source's call. Not all compounds are listed. The share of hits here may be higher or lower than overall.

For COc1ccc(NC(=O)C/C(C)=N/NC(=O)c2cnccn2)cc1Cl the results were UHRF1 binding -4, Rev-erbA mod -14, HTRA1 inh 4, TCR CD3 inh 3, PG9 binder -0.9, mABHD4 FP 3, MBD2 inh -2, PRMT1 FP inh -3, LEDGF integ inh -1 and rCAG binder 6.
`O=C(Nc1cc(S(=O)(=O)N2CCOCC2)ccc1N1CCCC1)C1COc2ccccc2O1` (configuration not stated) gave UHRF1 binding 1, Rev-erbA mod -3, HTRA1 inh -7, TCR CD3 inh 2, PG9 binder 2.1, mABHD4 FP -1, MBD2 inh -4, PRMT1 FP inh -1, LEDGF integ inh 2 and rCAG binder -1.
For Cn1c(=O)n(Cc2ccc(F)cc2)c(=O)c2c1nc1n2CCN1Cc1ccco1 the results were UHRF1 binding 0, Rev-erbA mod 3, HTRA1 inh 4, TCR CD3 inh -4, PG9 binder -0.3, mABHD4 FP 2, MBD2 inh -2, PRMT1 FP inh 3, LEDGF integ inh -1 and rCAG binder -5.
COc1ccc(-n2c(COc3ccc4ccccc4c3)nnc2SCC(=O)NCc2ccco2)cc1 was read as UHRF1 binding -5, Rev-erbA mod -4, HTRA1 inh -45, TCR CD3 inh 6, PG9 binder -0.7, mABHD4 FP -19, MBD2 inh 0, PRMT1 FP inh -2, LEDGF integ inh 3 and rCAG binder 2.
CCC(=O)Nc1ccc(N2CCOCC2)c(S(=O)(=O)Nc2ccc(OC)cc2)c1 was read as UHRF1 binding 1, Rev-erbA mod 0, HTRA1 inh 4, TCR CD3 inh 7, PG9 binder 0.5, mABHD4 FP -3, MBD2 inh -1, PRMT1 FP inh -2, LEDGF integ inh -2 and rCAG binder 1.
COc1ccc(N2CCN(C(=S)Nc3cc(C)ccc3C)CC2)cc1 was read as UHRF1 binding 0, HTRA1 inh 1, TCR CD3 inh -5, PG9 binder -0.3, mABHD4 FP 2, MBD2 inh 4, PRMT1 FP inh 0, LEDGF integ inh -3 and rCAG binder -3.
Screening C#Cc1cc(N2CCN(C(=O)c3ccoc3)CC2)n2nc(-c3cccc(Cl)c3)cc2n1 returned UHRF1 binding -2, Rev-erbA mod -3, HTRA1 inh -68, TCR CD3 inh 0, PG9 binder 0.0, mABHD4 FP -18, MBD2 inh 9, PRMT1 FP inh 6, LEDGF integ inh -2 and rCAG binder 9.
`COc1cccc(CN2CCN(c3ccc(F)cc3)C2=O)c1` gave UHRF1 binding 4, Rev-erbA mod 8, HTRA1 inh -3, TCR CD3 inh 1, PG9 binder -1.4, mABHD4 FP -4, MBD2 inh 0, PRMT1 FP inh -5, LEDGF integ inh 2 and rCAG binder -6.
`Cn1c(=O)c2c(ncn2CC(=O)Nc2nc3ccc(F)cc3s2)n(C)c1=O` gave UHRF1 binding -1, Rev-erbA mod 5, HTRA1 inh -3, TCR CD3 inh 3, PG9 binder -0.4, mABHD4 FP 3, MBD2 inh -5, PRMT1 FP inh -1, LEDGF integ inh -1 and rCAG binder 5.
`CCC(c1nnc(SCC(=O)N2CCOCC2)n1C1CCCCC1)N(C)C` (configuration not stated) gave UHRF1 binding -1, Rev-erbA mod 5, HTRA1 inh 0, TCR CD3 inh 7, PG9 binder -2.7, mABHD4 FP 0, MBD2 inh 2, PRMT1 FP inh -5, LEDGF integ inh -2 and rCAG binder -6.
For Cc1ccc([C@@]2(OC(=O)c3ccccc3)C(=O)N(C(=O)OC(C)(C)C)c3ccccc32)cc1 the results were UHRF1 binding 4, Rev-erbA mod -1, TCR CD3 inh -1, PG9 binder 1.0, mABHD4 FP -6, MBD2 inh -5, PRMT1 FP inh -1, LEDGF integ inh 1 and rCAG binder 3.
Screening COc1cccc(CNS(=O)(=O)c2ccc3c(c2)N(C)CCO3)c1 returned UHRF1 binding 0, Rev-erbA mod -4, HTRA1 inh -4, TCR CD3 inh 4, PG9 binder -0.6, mABHD4 FP -3, MBD2 inh -4, PRMT1 FP inh -2, LEDGF integ inh 1 and rCAG binder -2.
For Cc1ccc2nc(SCC(=O)NC3CC3)[nH]c2c1 the results were UHRF1 binding 0, Rev-erbA mod 3, HTRA1 inh -1, TCR CD3 inh -3, PG9 binder -3.1, mABHD4 FP -2, MBD2 inh 0, PRMT1 FP inh 2, LEDGF integ inh 1 and rCAG binder 4.
`COc1ccc(Nc2nc(Cl)nc(NCCO)n2)cc1` gave UHRF1 binding 2, Rev-erbA mod 5, HTRA1 inh 2, TCR CD3 inh -5, PG9 binder -0.4, mABHD4 FP 5, MBD2 inh -1, PRMT1 FP inh 2, LEDGF integ inh 2 and rCAG binder -2.
`COc1cccc(NC(=O)C(Cc2ccccc2)NC(=O)C2CCC(C)CC2)c1` (configuration not stated) gave UHRF1 binding 5, Rev-erbA mod 1, HTRA1 inh -19, TCR CD3 inh -7, PG9 binder -0.8, mABHD4 FP 15, MBD2 inh 11, PRMT1 FP inh 4, LEDGF integ inh -4 and rCAG binder 0.
For CN(C)[C@H]1N(C(=O)c2ccc(Br)cc2)N=C2c3ccccc3S(=O)(=O)N21 the results were UHRF1 binding -2, Rev-erbA mod 2, HTRA1 inh -1, TCR CD3 inh 6, PG9 binder -0.1, mABHD4 FP -5, MBD2 inh 2, PRMT1 FP inh -2, LEDGF integ inh 3 and rCAG binder -5.
`CCOc1ccc(S(=O)(=O)Nc2ccccc2SC)cc1` gave UHRF1 binding 10, Rev-erbA mod -1, HTRA1 inh -2, TCR CD3 inh 3, PG9 binder -2.4, mABHD4 FP -3, MBD2 inh -2, PRMT1 FP inh -3, LEDGF integ inh 1 and rCAG binder 2.
For CC(=O)c1ccc(OCCCC(=O)NC2=NCCS2)cc1 the results were UHRF1 binding 1, Rev-erbA mod 5, HTRA1 inh 2, TCR CD3 inh -1, PG9 binder -1.3, mABHD4 FP 5, MBD2 inh 0, PRMT1 FP inh 3, LEDGF integ inh -3 and rCAG binder 1.
COc1c(C)cc(C(=O)C2CCCN(C(=O)c3cc(C4CC4)[nH]n3)C2)cc1C (configuration not stated) was read as UHRF1 binding 3, Rev-erbA mod -1, HTRA1 inh -2, TCR CD3 inh -2, PG9 binder -0.5, mABHD4 FP 2, MBD2 inh 5, PRMT1 FP inh 1, LEDGF integ inh -6 and rCAG binder -8.
CCOc1ccc(N(C(=O)CNC(=O)c2ccco2)C(C(=O)NC2CCCC2)c2ccco2)cc1 (configuration not stated) was read as UHRF1 binding 1, Rev-erbA mod 3, HTRA1 inh -7, TCR CD3 inh 3, PG9 binder -0.6, mABHD4 FP -2, MBD2 inh 1, PRMT1 FP inh 1, LEDGF integ inh 0 and rCAG binder -8.
Screening Cc1cc(C)n(CC(O)COc2ccccc2C(=O)Nc2ccccc2)n1 (configuration not stated) returned UHRF1 binding -2, Rev-erbA mod -5, HTRA1 inh -8, TCR CD3 inh 3, PG9 binder -1.9, mABHD4 FP -3, MBD2 inh -1, PRMT1 FP inh -2, LEDGF integ inh 2 and rCAG binder 2.
`CC(=O)c1ccc(Nc2nc(CN)cs2)cc1` gave UHRF1 binding 4, Rev-erbA mod -10, TCR CD3 inh -4, PG9 binder -1.4, mABHD4 FP -5, MBD2 inh 6, PRMT1 FP inh 8, LEDGF integ inh -3 and rCAG binder 2.
For COC(=O)C(Sc1nc(C)cc(C)c1C#N)c1ccccc1 (configuration not stated) the results were UHRF1 binding -2, Rev-erbA mod 3, HTRA1 inh -14, TCR CD3 inh -1, PG9 binder -1.1, mABHD4 FP -10, MBD2 inh 0, PRMT1 FP inh 0, LEDGF integ inh 2 and rCAG binder -5.
For CC(=O)Nc1ccc(N(CC(O)Cn2c3ccccc3c3ccccc32)S(=O)(=O)c2ccc(C)cc2)cc1 (configuration not stated) the results were UHRF1 binding 11, Rev-erbA mod 1, HTRA1 inh -105, TCR CD3 inh 4, PG9 binder 2.4, mABHD4 FP -76, MBD2 inh 11, PRMT1 FP inh 3, LEDGF integ inh 2 and rCAG binder 16.
O=C(NC1CC1)c1c(O)c2ccccc2[nH]c1=O was read as UHRF1 binding 0, Rev-erbA mod -3, HTRA1 inh 1, TCR CD3 inh 6, PG9 binder 0.7, mABHD4 FP 6, MBD2 inh 1, PRMT1 FP inh -2, LEDGF integ inh -1 and rCAG binder 1.
For CNC(=O)c1ccc(NC(=O)c2cc(S(=O)(=O)N3CCOCC3)ccc2N2CCCC2)cc1 the results were UHRF1 binding 3, Rev-erbA mod 1, HTRA1 inh 4, TCR CD3 inh 0, PG9 binder -1.6, mABHD4 FP -7, MBD2 inh 1, PRMT1 FP inh 2, LEDGF integ inh -7 and rCAG binder 11.
Screening CCCOc1ccc2oc(=O)c3c(c2c1)CCCN3C(=O)CN1CCc2ccccc2C1 returned UHRF1 binding -7, Rev-erbA mod 5, HTRA1 inh -27, TCR CD3 inh 2, PG9 binder -1.1, mABHD4 FP 2, MBD2 inh 0, PRMT1 FP inh 1, LEDGF integ inh 0 and rCAG binder -6.
COc1ccccc1N1C(=O)c2ccc(C(=O)Nc3ccc(F)cc3)cc2C1=O was read as UHRF1 binding 4, Rev-erbA mod 6, HTRA1 inh -22, TCR CD3 inh -6, PG9 binder 0.2, mABHD4 FP 2, MBD2 inh 2, PRMT1 FP inh -3, LEDGF integ inh 1 and rCAG binder -1.
For O=C(OCCCN=C1NS(=O)(=O)c2ccccc21)c1ccccc1F the results were UHRF1 binding 3, Rev-erbA mod -4, HTRA1 inh 2, TCR CD3 inh -3, PG9 binder 4.3, mABHD4 FP -7, MBD2 inh 6, PRMT1 FP inh 5, LEDGF integ inh 2 and rCAG binder 1.
`CCOC(=O)Cc1csc(NC(=O)c2cccc(N3C(=O)CCC3=O)c2)n1` gave UHRF1 binding 3, Rev-erbA mod -1, HTRA1 inh -1, TCR CD3 inh 1, PG9 binder -1.2, mABHD4 FP -4, MBD2 inh 4, PRMT1 FP inh 6, LEDGF integ inh 1 and rCAG binder -1.
Screening CC(COc1cccc(F)c1)CN1CCC(C(O)(c2ccccc2)c2ccccc2)CC1 (configuration not stated) returned UHRF1 binding 4, Rev-erbA mod -7, mABHD4 FP 1, MBD2 inh 3, PRMT1 FP inh -5, LEDGF integ inh 4 and rCAG binder 1.
`CCOC(=O)N1CCN(C(=O)C(=O)NNC(=O)COc2ccc(Cl)c(C)c2)CC1` gave UHRF1 binding 0, Rev-erbA mod -2, HTRA1 inh -3, TCR CD3 inh 0, PG9 binder 0.0, mABHD4 FP -8, MBD2 inh 3, PRMT1 FP inh 1, LEDGF integ inh -2 and rCAG binder 0.
For CCOC(=O)C(C)Sc1ncnc2nc[nH]c12 (configuration not stated) the results were UHRF1 binding 3, Rev-erbA mod 0, HTRA1 inh 0, TCR CD3 inh 2, PG9 binder -0.4, mABHD4 FP 3, MBD2 inh -3, PRMT1 FP inh 3, LEDGF integ inh -2 and rCAG binder -2.

A draw from above in order of heavy-atom count, largest number first:
Screening CCCOc1ccc2oc(=O)c3c(c2c1)CCCN3C(=O)CN1CCc2ccccc2C1 returned UHRF1 binding -7, Rev-erbA mod 5, HTRA1 inh -27, TCR CD3 inh 2, PG9 binder -1.1, mABHD4 FP 2, MBD2 inh 0, PRMT1 FP inh 1, LEDGF integ inh 0 and rCAG binder -6.
`CCOC(=O)N1CCN(C(=O)C(=O)NNC(=O)COc2ccc(Cl)c(C)c2)CC1` gave UHRF1 binding 0, Rev-erbA mod -2, HTRA1 inh -3, TCR CD3 inh 0, PG9 binder 0.0, mABHD4 FP -8, MBD2 inh 3, PRMT1 FP inh 1, LEDGF integ inh -2 and rCAG binder 0.
For CN(C)[C@H]1N(C(=O)c2ccc(Br)cc2)N=C2c3ccccc3S(=O)(=O)N21 the results were UHRF1 binding -2, Rev-erbA mod 2, HTRA1 inh -1, TCR CD3 inh 6, PG9 binder -0.1, mABHD4 FP -5, MBD2 inh 2, PRMT1 FP inh -2, LEDGF integ inh 3 and rCAG binder -5.
